From PubChem
Bcl-B Bim block: inhibitors of Bim-Bcl-B binding, primary screen, biochemical, multiplexed, human Bcl-2 family. inhibition, % at 10 µM. Bcl-2-like protein 10 (Homo sapiens), Q9HD36. AID 951, 2007. hit rate 0.073% among 190,000. bead-based flow cytometry, Bim peptide-Bcl-B binding;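 also: 0% = tracer peptide without compound and 100% = reference inhibitor peptide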
Target sequence (Q9HD36 whole entry, looked up): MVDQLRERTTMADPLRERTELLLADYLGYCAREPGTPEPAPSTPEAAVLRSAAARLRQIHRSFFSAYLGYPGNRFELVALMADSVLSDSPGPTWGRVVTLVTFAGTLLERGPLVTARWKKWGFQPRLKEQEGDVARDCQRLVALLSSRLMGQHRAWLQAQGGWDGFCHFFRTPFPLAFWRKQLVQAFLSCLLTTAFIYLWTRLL
Bim-Bcl-XL: inhibitors of Bim-Bcl-XL binding, primary screen, biochemical, multiplexed, bead flow cytometry, human Bcl-XL; hit rate 0.04% among 190,000; inhibition, % at 10 µM; Bim peptide-Bcl-XL binding, fluorescence
Target sequence (Q07817 whole entry, looked up): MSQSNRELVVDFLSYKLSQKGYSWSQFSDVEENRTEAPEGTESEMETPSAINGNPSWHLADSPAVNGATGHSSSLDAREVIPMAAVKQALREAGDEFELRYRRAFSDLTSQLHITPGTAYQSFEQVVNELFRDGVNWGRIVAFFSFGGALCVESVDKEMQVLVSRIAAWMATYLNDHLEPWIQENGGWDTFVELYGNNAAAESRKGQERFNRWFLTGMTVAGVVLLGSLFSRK
Bim-Bcl-W: inhibitors of Bim binding to Bcl-W, primary screen, biochemical, multiplexed, bead-based flow cytometry; Bim peptide-Bcl-W binding; hit rate 0.02% among 190,000; inhibition, % at 10 µM; Bcl-2-like protein 2 (Homo sapiens), Q92843;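 also: 0% = bound tracer without compound and 100% = peptide blocker; higher means less fluorescent Bim peptide bound to Bcl-W beads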
Target sequence (Q92843 whole entry, looked up): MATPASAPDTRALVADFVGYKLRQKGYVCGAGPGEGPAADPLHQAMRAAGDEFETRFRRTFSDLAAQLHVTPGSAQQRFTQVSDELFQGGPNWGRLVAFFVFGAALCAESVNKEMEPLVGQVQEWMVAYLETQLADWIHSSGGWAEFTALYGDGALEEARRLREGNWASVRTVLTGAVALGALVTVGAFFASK
Rab7 wt GTP bind: modulators of GTP binding to Rab7, primary screen, biochemical, wildtype, multiplex bead flow cytometry; GST-Rab7 beads, fluorescent GTP binding; actives lie on both sides; untreated = 100%, excess cold GTP = 0%; AID 758, 2007; GTP binding activity (percent of control), % at 10 µM; Rab7 GTPase wild type (dog), Bodipy-FL-GTP binding; hit rate 0.055% among 190,000;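 active = fluorescent GTP binding to Rab7 beads changed by at least 20 points from the 100% baseline, either direction, mostly lower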;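 also: median green fluorescence of bound Bodipy-FL-GTP per Rab7 bead population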
HRas wt GTP: modulators of GTP binding to HRas wildtype, primary screen, biochemical, bead-based flow cytometry, multiplex; GTPase HRas (Homo sapiens), P01112; GST-Ras wt beads, Bodipy-FL-GTP binding; actives lie on both sides; GTP binding activity, % at 10 µM; hit rate 0.14% among 190,000;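 active = GTP binding activity at least 20% away from the 100% baseline, either lowered as inhibitor or raised as activator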;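 also: 0% = unlabeled GTP competition control and 100% = no-compound control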
Bfl-1 Bim block: inhibitors of Bim binding to Bfl-1, primary screen, biochemical, multiplexed, bead-based flow cytometry. hit rate 0.12% among 190,000. inhibition, % at 10 µM. Bcl-2-related protein A1 (Homo sapiens), Q16548. Bim-Bfl-1 binding inhibition. AID 1008, 2008;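 also: 0% = wells without compound plus tracer and 100% = blocker peptide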
Bcl-2 Bim block: inhibitors of Bim-Bcl-2 binding, primary screen, biochemical, multiplexed, human Bcl-2 family | inhibition, % at 10 µM | Bead-based flow cytometry, Bim peptide-Bcl-2 binding | Apoptosis regulator Bcl-2 (Homo sapiens), P10415 | hit rate 0.06% among 190,000; in the data active = inhibition above about 40%;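 also: 0% = no compound wells with probe peptide and 100% = reference peptide inhibitor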
Target sequence (P10415 whole entry, looked up): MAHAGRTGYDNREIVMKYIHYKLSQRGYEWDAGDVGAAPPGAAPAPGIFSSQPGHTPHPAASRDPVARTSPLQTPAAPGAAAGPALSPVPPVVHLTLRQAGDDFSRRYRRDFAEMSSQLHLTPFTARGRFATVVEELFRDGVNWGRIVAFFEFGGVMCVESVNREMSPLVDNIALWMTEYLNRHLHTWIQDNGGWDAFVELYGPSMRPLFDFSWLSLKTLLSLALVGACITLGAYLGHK
Rab2 wt GTP: modulators of GTP binding to Rab2A wildtype, primary screen, biochemical, dog, bead-based flow cytometry, multiplex. Ras-related protein Rab-2A (Canis lupus familiaris), P61105. GST-Rab2 wt beads, Bodipy-GTP binding. GTP binding activity, % at 10 µM. hit rate 0.19% among 190,000;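 active = GTP binding activity at least 20 points away from 100%, either lowered or raised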;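 also: 0% = beads with excess unlabeled GTP and 100% = no-compound control corrected for plate trend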
Rac1 wt modul: wildtype Rac1 GTP binding modulators, primary screen, biochemical, GST-Rac1 beads, flow cytometry, multiplex; Ras-related C3 botulinum toxin substrate 1 (Homo sapiens), P63000; fluorescent GTP binding; actives lie on both sides; 0 = cold GTP competed, 100 = untreated; GTP binding activity (% of control), % at 10 µM; hit rate 0.27% among 190,000;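 active = GTP binding activity at least 20 points away from the 100% control level, either lower or higher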
Rac1 mut GTP: GTP binding modulators of activated mutant Rac1, primary screen, biochemical, bead-based flow cytometry, multiplex, fluorescent GTP | AID 764, 2007 | Ras-related C3 botulinum toxin substrate 1 (Homo sapiens), P63000 | percent activity (GTP binding), % at 10 µM | GST-Rac1 activated beads; actives lie on both sides; 100% means binding = to untreated wells | hit rate 0.11% among 190,000;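 active = GTP binding at least 20 percentage points away from the 100% baseline, in either direction, so actives lie on both sides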
Cdc42 wt GTP: modulators of GTP binding to wildtype Cdc42, primary screen, biochemical, multiplex bead flow cytometry, Bodipy-GTP; Cell division control protein 42 homolog (Homo sapiens), P60953; GST-Cdc42 beads; actives lie on both sides; percent activity (GTP binding), % at 10 µM; hit rate 0.2% among 190,000; AID 761, 2007;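 active = percent activity GTP binding at least 20 points away from the 100% baseline, either down as inhibitor or up as activator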;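 also: median bead fluorescence of bound Bodipy-FL-GTP at 100 nM; 0% = excess unlabeled GTP control and 100% = no compound control; below 100% means less GTP binding so inhibitor and above means activator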
Starred values were filed as active, the others as inactive. Rule as the data show it, unless noted: active = inhibition above about 40%.

The line under a structure holds: Bcl-2 Bim block, Bcl-B Bim block, Bim-Bcl-W, Rab2 wt GTP, Rab7 wt GTP bind, Bfl-1 Bim block, Cdc42 wt GTP, Rac1 mut GTP, Rac1 wt modul, HRas wt GTP, Bim-Bcl-XL
- O=C(c1c(F)cccc1F)N(Cc1cccs1)C1CCCC1
  -2, -6, 0, 96, 102, -7, 94, 96, 97, 97, 0
- Cc1nc(NC2=NC(C(=O)Nc3ccc(Cl)cc3)CC(=O)N2)nc2ccccc12 (stereo not given)
  -1, -1, -1, 102, 103, -2, 101, 99, 101, 101, -1
- O=C(Nc1nnc(C2CC2)s1)C1=NN(C2CCS(=O)(=O)C2)C(=O)CC1 (stereo not given)
  -1, -2, -3, 96, 95, -4, 97, 98, 100, 96, -4
- COc1cc(/C=C2/C(=O)ON=C2c2ccccc2)ccc1O
  6, 1, 0, 97, 97, 13, 96, 96, 98, 99, -4
- COC(=O)CCNC(=O)Cn1cnc2sc3c(c2c1=O)CCCC3
  -8, -8, -4, 99, 94, -6, 101, 97, 101, 97, -7
- O=C(NCCc1ccccc1)C1CCN(C2CCN(Cc3ccco3)CC2)CC1
  -3, -6, -5, 102, 98, -6, 104, 98, 102, 98, 1
- CCn1c(/C=C2\C(=O)Nc3ccccc32)nc2ccccc2c1=O
  -7, -8, -6, 98, 99, -11, 98, 99, 103, 101, -8
- CCCCn1c(N)c(N(CC(C)C)C(=O)CCCSc2nncs2)c(=O)[nH]c1=O
  -2, 0, -1, 98, 98, -6, 98, 96, 99, 98, -3
- O=C(Nc1ccccc1Cl)/C(Cl)=C(\Cl)S(=O)c1ccccc1 (stereo not given)
  3, -14, -3, 92, 99, 15, 87, 92, 96, 92, -4
- CCOP(=O)(OCC)C(NC(=O)Nc1ccc(Cl)c(Cl)c1)C(N)=O (stereo not given)
  17, 13, 15, 102, 99, 17, 103, 102, 107, 100, 27
- COc1ccc(N2CCN(C(c3cccc(OC)c3OC)c3nnnn3C3CCCC3)CC2)cc1 (stereo not given)
  -5, -7, 4, 102, 100, -10, 103, 101, 107, 102, -2
- CCOc1ccc(NC(=O)c2cc(F)c(F)cc2Cl)cc1OCC
  -1, -2, 1, 95, 101, -9, 95, 92, 97, 97, 1
- CC(=O)NC1=NN(C(C)=O)C(c2ccc(C(C)C)cc2)S1 (stereo not given)
  1, -7, 0, 97, 96, -1, 98, 100, 103, 98, -1
- NC(=S)N=Nc1c(O)n(CCCl)c2ccc(Cl)cc12
  -5, -2, 0, 93, 105, -6, 90, 92, 93, 93, -2
- CC1=C(C(=O)OCCOC(C)C)C(c2cc3c(cc2Br)OCO3)C2=C(CCCC2=O)N1 (stereo not given)
  -6, -6, 1, 99, 100, -11, 104, 97, 104, 102, -5
- COc1ccccc1C1CC(c2ccc(Cl)cc2Cl)Nc2nc(N)nn21 (stereo not given)
  -8, -7, 0, 98, 99, -12, 99, 99, 104, 100, -4
- O=S(=O)(Nc1nc2ccccc2nc1Nc1ccc2c(c1)OCCO2)c1cccs1
  -6, -3, 4, 98, 99, -8, 99, 98, 104, 99, -4
- Cc1nn(Cc2ccc(Cl)cc2Cl)c(C)c1NC(=O)c1nn(C)cc1Cl
  1, 0, -1, 92, 92, -2, 100, 98, 98, 98, -2
- NNc1nc(Nc2ccccc2)nc(N2CCCCC2)n1
  0, -6, 3, 99, 101, -11, 99, 97, 99, 100, -2
- C=CCn1c(SCC(=O)N2CCc3ccccc3C2)nc2sc(C)cc2c1=O
  -1, -2, 1, 98, 99, 0, 98, 96, 97, 99, -1
- Cc1ccc(N2C(=O)C(Cc3ccccc3)NC2=S)cc1 (stereo not given)
  -6, -10, -1, 102, 102, -14, 104, 100, 104, 102, -6
- Cc1cc([N+](=O)[O-])nn1CCCC(=O)O
  -1, 2, -5, 98, 97, -2, 98, 98, 99, 98, -3
- O=C(Nc1cccc(F)c1)c1c(F)c(F)c(F)c(F)c1F
  -9, -7, 0, 99, 99, -11, 103, 100, 106, 101, -5
- C/C(=N\NC(=O)COc1ccc(C(C)(C)C)cc1)c1ccc(OC(F)F)cc1
  -6, -2, -1, 96, 99, -4, 98, 97, 100, 97, -6
- CC(=O)CC(=O)Nc1ncc(C(F)(F)F)cc1Cl
  -4, -6, 1, 92, 92, -5, 92, 93, 96, 93, -1
- Cc1ccc(Cn2c(=O)n(Cc3ccco3)c(=O)c3ccccc32)cc1
  -1, -3, 0, 101, 102, -10, 100, 102, 104, 101, -1
- O=C1CCCC2=C1C(c1ccccc1)CC(=O)N2c1ccccc1 (stereo not given)
  1, 0, 0, 102, 98, 0, 104, 99, 102, 103, 0
- CCN(CC(=O)NC1CCCC1)S(=O)(=O)c1ccc(C)cc1
  -6, -4, -1, 96, 96, -7, 97, 95, 94, 96, -5
- Cc1cc(/C=C(\C#N)C(=O)O)c(C)n1CC(C)C
  -2, -5, -6, 98, 98, -9, 98, 96, 101, 97, -9
- COc1ccc(C(=O)Nc2ccc(S(=O)(=O)Nc3cc(C)nc(C)n3)cc2)c(OC)c1
  -17, -13, -9, 98, 98, -24, 101, 100, 103, 99, -13
- Cc1cc(C)c(-n2c(C)cc(/C=C3/NC(=O)NC3=O)c2C)c(C)c1
  -2, -3, 0, 99, 98, 1, 100, 99, 101, 101, -1
- COc1ccc(/C=N/N=C2/NC(=O)C(c3ccccc3)(c3ccccc3)S2)cc1
  -7, -3, 0, 100, 97, -7, 102, 98, 99, 101, -1
- CC(C)Oc1cc2oc(=O)c3c(c2cc1Cl)CCC3
  -8, -4, 4, 103, 103, -10, 104, 100, 108, 102, 0
- COC(=O)C1=C(NC(=O)c2ccc(C)cc2)CCS1
  -4, 0, -4, 102, 102, -4, 106, 100, 108, 103, -3
- Cc1ccc(NC(=O)CSc2ccccc2NC(=O)c2ccccc2)cc1Cl
  -2, -6, -3, 97, 106, 0, 99, 100, 104, 100, -10
- O=C(CCN1CCc2ccccc2CC1)c1ccc2c(c1)OCCO2
  -8, -5, 0, 92, 97, -8, 87, 86, 91, 96, -3
- Cc1ccc(C)c2[nH]c(=O)c(CN(Cc3ccc4c(c3)OCO4)Cc3nnnn3Cc3ccco3)cc12
  -1, -1, -2, 95, 91, 0, 99, 98, 99, 99, 4
- COc1ccc(-n2c(SCc3ccc([N+](=O)[O-])cc3)nnc2-c2ccccc2)cc1
  -6, -13, -12, 98, 98, -8, 97, 97, 100, 97, -13
- CCc1nc(N)c(C#N)c(-c2ccc(OC)c(OC)c2)c1C
  0, 0, 0, 99, 101, -2, 101, 98, 100, 100, 0
- COC(=O)c1ccc(N2C(=O)Nc3ccccc3N2O)cc1
  1, -2, 0, 93, 96, -2, 95, 96, 99, 97, -2
- Cc1csc2ncnc(NCCc3ccccn3)c12
  0, 0, -1, 100, 103, -6, 95, 97, 101, 97, -3
- CCOC(=O)C1(CC2CCCCO2)CCN(C(=O)NCc2ccccc2)CC1 (stereo not given)
  -3, -2, -4, 98, 106, -5, 94, 95, 98, 95, -4
- O=C(CN1C(=O)CNC1=O)Nc1cccc(C(F)(F)F)c1
  -9, -12, 1, 100, 100, -14, 105, 96, 102, 101, 3
- O=C(NCCc1ccccc1)C1CC(=O)N(C2CCCCCC2)C1 (stereo not given)
  -1, 4, -2, 101, 102, -3, 100, 97, 97, 100, 1
- Cc1nc2nc(-c3cccnc3)nn2c(C)c1Cl
  -9, -7, 3, 100, 99, -9, 96, 99, 103, 102, -6
- Cc1[nH][nH]c(=O)c1C(c1c(C)[nH][nH]c1=O)c1cn(Cc2ccccc2Cl)c2ccccc12
  0, -6, -3, 97, 101, -4, 92, 99, 105, 103, -9
- Cc1nc(NC(=O)/C=C/c2ccccc2)sc1C(=O)Nc1ccc(Cl)cc1
  17, 13, 3, 100, 97, 12, 95, 92, 92, 99, 7
- CC(=O)c1c(C(C)=O)c(C)n(-c2ccc(N)c(C)c2)c1C
  -6, -6, 1, 102, 101, -9, 104, 102, 104, 102, 0
- Cc1cc(Cl)ccc1OCCCC(=O)NCC1CCCO1 (stereo not given)
  3, -1, 0, 102, 101, -2, 106, 100, 104, 104, -1
- CC(C)Cc1ccc(S(=O)(=O)N2CCN(C(=O)c3ccco3)CC2)cc1
  -1, -1, -5, 101, 103, 1, 104, 100, 102, 104, 0
- CCC1=NN(C(=O)Cc2ccc([N+](=O)[O-])cc2)C(O)(C(C)(C)C)C1 (stereo not given)
  0, 0, 0, 97, 95, -1, 99, 96, 99, 96, -1
- Cc1cc(C)nc(/N=C(\N)N2CCCCCC2)n1
  -12, -4, -3, 98, 99, -17, 100, 97, 102, 98, -7
- O=C(CSc1nc2ccccc2[nH]1)NCc1ccco1
  0, -1, 0, 99, 100, -1, 101, 98, 103, 100, 0

Looked up above.
Rab7 wt GTP bind with O=C(CCN1CCc2ccccc2CC1)c1ccc2c(c1)OCCO2 = 97
Bcl-B Bim block with COC(=O)c1ccc(N2C(=O)Nc3ccccc3N2O)cc1 = -2
